Bioassay records: PubChem BioAssay, several laboratories
NS5 inhibitors: Dengue-2 NS5 methyltransferase inhibitors, primary screen, biochemical, confirmation dose response (AID 588689); Genome polyprotein (Dengue virus type 2 (strain 16681-PDK53)); Dengue-2 NS5 methyltransferase capping enzyme assay, biochemical; higher % means a stronger effect; 340,000 tested, 0.3% active; inhibition, % at 25 µM, or IC50 in µM where a hit was titrated; in the data active = a potency from the dose series; inconclusive = inhibition above about 29% without an active follow-up result
West Nile antiviral: West Nile virus antiviral activity, cell-based, CPE readout (AID 1621) | West Nile virus-infected cells, CPE inhibition; higher % means a stronger effect | CPE inhibition, % at 10 µM; hits with a dose series show IC50 in µM | 290,000 tested, 0.02% active; in the data active = a potency from the dose series; inconclusive = CPE inhibition mostly from about 3.7% at the one dose, without a potency; inactive = the rest, 99 in 100 with CPE inhibition below about 2.2%; note: strong numbers were not always called active
NOD1 inhibition: NOD1 signaling inhibitors, primary screen, cell-based, luminescence, uHTS (AID 1578). 290,000 tested, 1% active. NOD1-driven NF-kB luciferase reporter cells, luminescence; higher % means a stronger effect. one-dose inhibition, % at 4 µM; EC50 in µM for titrated hits; in the data active = inhibition mostly above about 36%, no sharp cut-off; inactive = mostly below about 34%;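 note: HEK-293T reporter cells stimulated with the NOD1 agonist gamma-tri-DAP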
HEK293 NOD2/NF-kB: NOD2 signaling inhibitors, cell-based, luminescence, uHTS, HEK293 (AID 1566); HEK293 NOD2/NF-kB luciferase reporter, luminescence; higher % means a stronger effect; inhibition, % at 4 µM, or EC50 in µM where a hit was titrated; 290,000 tested, 0.63% active; note: many of its hits are not listed in these tables
Yfh1-depleted yeast: enhancers of respiration in Yfh1-depleted yeast, dose response, Friedreich's ataxia, plus single-dose screen (AID 1465) | S. cerevisiae Yfh1-off respiration, WST-1 reduction, 72 h; higher fold induction means a stronger effect | 220,000 tested, 0.074% active | fold induction at 50 µM; hits with a dose series show EC50 in µM;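 active = fold induction of absorbance versus untreated yeast above a set limit, then at least 30% activation at any dose in follow-up; inconclusive = repeats straddling the limit, or above it without dose testing; inactive = fold induction below the set limit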;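 note: activators that raise dye reduction in frataxin-depleted yeast; strong numbers were not always called active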
AID2073: inhibitors of Mint1-CaV2.2 protein interaction, biochemical, HTRF (AID 2073); Voltage-dependent N-type calcium channel subunit alpha-1B (Homo sapiens); HTRF protein-protein interaction, Mint1-CaV2.2; higher % means a stronger effect; one-dose inhibition, % at 20 µM; IC50 in µM for titrated hits; 290,000 tested, 0.19% active; in the data active = inhibition mostly above about 51%, no sharp cut-off; inconclusive = no clear call, values can overlap the other calls; inactive = mostly below about 53%; note: some results filed as inactive read as strong as hits
KOR beta-arrestin-1: KOR antagonists, beta-arrestin recruitment, cell-based, luminescence, uHTS (AID 1778); KOR beta-arrestin recruitment, luminescence, antagonist mode; higher % means a stronger effect; inhibition, % at 10 µM, or IC50 in µM where a hit was titrated; 290,000 tested, 0.091% active; note: strong numbers were not always called active
KOR beta-arrestin-2: KOR agonists, beta-arrestin recruitment, primary screen, cell-based, luminescence, uHTS (AID 1777). Kappa-type opioid receptor (Homo sapiens). KOR beta-arrestin recruitment, luminescence; higher % means a stronger effect. one-dose activation, % at 10 µM; EC50 in µM for titrated hits. 280,000 tested, 0.02% active; in the data active = activation above about 50%, passing the limit was not always enough; note: a part of the inactive calls stands beside numbers as strong as those of hits
HIV fusion peptide: inhibitors of HIV fusion peptide binding, primary screen, biochemical, uHTS, fluorescence dequenching (AID 1986) | cell-free peptide binding, fluorescence dequenching, 30 min; higher % means a stronger effect | inhibition, % at 20 µM; hits with a dose series show IC50 in µM | 290,000 tested, 0.3% active; in the data active = inhibition mostly above about 52%, no sharp cut-off; inactive = mostly below about 76%; note: some results filed as inactive read as strong as hits
Active calls of the source: *; i = inactive; ? = inconclusive; / = no result given; [ ] = dose if it differs, or a comment. Cut-off read from the data, not from the text of the source, unless noted: active = inhibition above about 50%; inactive = the rest. Only part of the results is shown; rates above refer to the full screens.

SMILES | NS5 inhibitors | West Nile antiviral | NOD1 inhibition | HEK293 NOD2/NF-kB | Yfh1-depleted yeast | AID2073 | KOR beta-arrestin-1 | KOR beta-arrestin-2 | HIV fusion peptide
CCOCCCNC(=O)N[C@@H](C)C(=O)OC | -2% | 0.5% | 10% | 8% | i | -5% | -2% | 5.8% | 3.8%
CCOc1ccc(-c2c(C(=O)N/N=C/c3ccc(OC(C)C)cc3)nnn2-c2nonc2N)cc1 | -5% | -0.8% | -10% | -19% | i | 23% | 1% | -2.0% | -0.8%
Cc1[nH]nc2c1C1(CCN(C(=O)c3ccccc3)CC1)C(C#N)=C(N)O2 | 0% | -0.1% | / | 12% | i | 21% | 20% | -4.2% | 0.8%
O=C(Nc1ccc(CN2CCOCC2)cc1)c1ccccc1F | -7% | -0.4% | 11% | 18% | i | -5% | -9% | 3.0% | -1.8%
Cc1nc(SCc2c(F)cccc2Cl)c2c(=O)n(C)c(=O)n(C)c2n1 | -3% | -0.2% | 1% | 15% | i | -4% | -14% | -3.5% | 1.2%
CCCn1c2c(c(O)c(C(=O)NCCCN(CC)CC)c1=O)CCCC2 | 0% | -0.4% | -25% | 5% | i | 13% | 31% | -1.8% | 2.1%
COc1ccccc1NC(=O)c1ccc(NC(=O)Cc2n[nH]c(=O)c3ccccc23)cc1 | -9% | 0.7% | -7% | 5% | i | -5% | 19% | -0.3% | 3.8%
CCOc1ccc(/C=N/NC(=S)NC2CC3C=CC2C3)cc1 (configuration not stated) | / | -0.5% | -9% | 1% | i | 5% | -15% | 2.7% | 0.4%
COc1ccccc1-c1cc(C(=O)Nc2cccnc2Cl)no1 | -3% | -0.5% | 2% | 14% | / | 3% | -17% | -2.0% | 9.2%
COC(=O)c1[nH]c2cc(OC)ccc2c1NC(=O)CCN1CCCCC1 | -5% | -0.2% | -15% | 6% | i | 11% | 12% | 0.3% | 0.4%
CCOC(=O)CSc1nc2cc(OC)ccc2cc1C#N | -6% | 2.2% | -108% | -166% | i | 12% | -36% | -5.0% | 0.3%
Cc1sc2nc(SCC(=O)N3CCOCC3)[nH]c(=O)c2c1-c1ccccc1 | -6% | -0.3% | -32% | 11% | / | -21% | -14% | -1.8% | -1.2%
CSc1ccccc1-c1nnc(-c2ccc(Cl)cc2Cl)o1 | -10% | / | / | -63% | / | -4% | 0% | 0.1% | -3.8%
COc1ccc(S(=O)(=O)N(C)CC(=O)N2CCCCC2)cc1Cl | -7% | -0.1% | -3% | -3% | i | 1% | 10% | 0.4% | 0.1%
Cc1ccc2nc3c(cc(C#N)c(=O)n3-c3nccs3)c(=O)n2c1 | 2% | 0.2% | -7% | -5% | i | 18% | -4% | -6.2% | 1.5%

Entries of single compounds as entered above. Order of values: NS5 inhibitors | West Nile antiviral | NOD1 inhibition | HEK293 NOD2/NF-kB | Yfh1-depleted yeast | AID2073 | KOR beta-arrestin-1 | KOR beta-arrestin-2 | HIV fusion peptide
CCOCCCNC(=O)N[C@@H](C)C(=O)OC is listed with -2% | 0.5% | 10% | 8% | i | -5% | -2% | 5.8% | 3.8%
CCCn1c2c(c(O)c(C(=O)NCCCN(CC)CC)c1=O)CCCC2 is listed with 0% | -0.4% | -25% | 5% | i | 13% | 31% | -1.8% | 2.1%

In a second layout: results already given.
SMILES	NS5 inhibitors	West Nile antiviral	NOD1 inhibition	HEK293 NOD2/NF-kB	Yfh1-depleted yeast	AID2073	KOR beta-arrestin-1	KOR beta-arrestin-2	HIV fusion peptide
CSc1ccccc1-c1nnc(-c2ccc(Cl)cc2Cl)o1	-10%	/	/	-63%	/	-4%	0%	0.1%	-3.8%
COc1ccc(S(=O)(=O)N(C)CC(=O)N2CCCCC2)cc1Cl	-7%	-0.1%	-3%	-3%	i	1%	10%	0.4%	0.1%
Cc1ccc2nc3c(cc(C#N)c(=O)n3-c3nccs3)c(=O)n2c1	2%	0.2%	-7%	-5%	i	18%	-4%	-6.2%	1.5%

(next part)
SMILES | NS5 inhibitors | West Nile antiviral | NOD1 inhibition | HEK293 NOD2/NF-kB | Yfh1-depleted yeast | AID2073 | KOR beta-arrestin-1 | KOR beta-arrestin-2 | HIV fusion peptide
O=C(Nc1cc(Cl)ccc1Cl)C1CC(=O)N(c2ccc(Br)cc2)C1 (configuration not stated) | -12% | -0.4% | -33% | 2% | i | 2% | -12% | -2.9% | 0.8%
CC(=O)Nc1ccc(N2CCc3c(C)c(C#N)c4nc5ccccc5n4c32)cc1 | / | 0.1% | -6% | 17% | i | 36% | -6% | 5.6% | 45%
CCCc1nn(C)c(C(=O)Nc2ccccc2)c1Cl | -3% | -0.5% | -25% | 21% | i | 11% | 13% | 2.6% | -1.4%
O=C(c1cc2ccccc2o1)N1CCN(c2cccc(Cl)c2)CC1 | -2% | -0.3% | -14% | 3% | / | 7% | 20% | -2.6% | 2.8%
CC1CC(=O)Nc2ccccc2N1C(=O)CN1CCN(c2ccccc2)CC1 (configuration not stated) | -4% | 0.4% | -24% | 2% | i | 1% | -6% | -3.9% | -1.2%
COc1ccccc1-c1cn[nH]c1-c1ccc(OCc2ccc(F)cc2)cc1O | 0% | 0.2% | -10% | 2% | i | 23% | -79% | -1.2% | 1.0%
CCc1ccc(S(=O)(=O)/N=C2\C=C(NS(=O)(=O)c3ccccc3)C(=O)c3ccccc32)cc1 | 23µM* | 0.2% | 27% | 34% | / | 14% | -13% | -0.2% | 20µM*
Cc1ccc(NC(=O)CSc2ncc(-c3ccccc3)n2C(=O)c2ccccc2)cc1 | -46% | -0.6% | -2% | -30% | ? | 8% | -3% | -0.8% | -1.4%
Cc1ccc(-n2nc(C)c3c2OC(N)=C(C#N)C3c2ccc(F)cc2)cc1 (configuration not stated) | 3% | 0.3% | -13% | -8% | i | 12% | 3% | -6.5% | 3.3%
c1ccc(-c2cn(-c3ccccc3)c3[n+]2CCS3)cc1 | -10% | 1.1% | -30% | -2% | i | 28% | -25% | 3.4% | -0.3%
CCOc1cccc(C(=O)Nc2nccs2)c1 | 3% | 0.2% | -15% | -1% | i | -2% | -40% | 6.6% | 0.8%
CC(C)C(c1nnnn1C1CCCCC1)N1CCc2ccccc21 (configuration not stated) | -10% | -0.4% | 7% | -6% | i | -10% | 2% | -4.8% | -1.6%
O=C(C[n+]1ccc(-c2nnc3n2CCCCC3)cc1)c1ccc(Cl)cc1 | 4% | 0.3% | -11% | -7% | i | 15% | -8% | 3.0% | 0.3%
O=C(O)c1ccc(COc2ccc(CO)cc2Cl)cc1 | -1% | 0.1% | -26% | -18% | i | 3% | 54% | -9.0% | 3.7%
COc1ccc(C(=O)Nc2nnc(C3=COCCO3)o2)cc1 | -4% | 0.1% | 17% | -12% | / | 14% | 33% | -4.3% | -1.4%
Cc1[nH]c2ccccc2c1C(c1ccccn1)N1CCC(C(N)=O)CC1 (configuration not stated) | -18% | 0.2% | 36% | 23% | i | 1% | -36% | 0.7% | -0.9%
Cc1cccc(NS(=O)(=O)c2cc3c(cc2C)N(C)CCO3)c1 | -3% | -0.6% | 0% | 24% | / | 2% | -12%[20 µM] | -3.2% | -2.0%
COc1cc([N+](=O)[O-])ccc1NC(=O)Cc1ccc(C)cc1 | -5% | -0.8% | -40% | -5% | i | 1% | 15% | -6.5% | 1.6%
COc1ccc(CCNC(=O)CCCOc2cccc(C)c2C)cc1OC | -1% | -0.1% | 2% | 11% | i | -12% | 2% | -0.4% | -2.3%
Cc1cc(O)c(C(C)C)cc1NC(=O)c1ccccc1Cl | -8% | -0.5% | -11% | 10% | i | -17% | 9% | 8.1% | 4.2%
O=C(CCc1n[nH]c(=O)[nH]c1=O)N1CCOCC1 | -2% | 0.2% | -22% | 1% | i | -2% | 9% | -1.1% | 0.3%
O=C(O)CCSc1nc(C(F)(F)F)cc(=O)n1-c1ccccc1 | -5% | 0.9% | -16% | 7% | i | 9% | 8% | -1.3% | -1.7%
CCCCCNC(=O)c1ccc2c(=O)n(CCOC)c(=O)[nH]c2c1 | -10% | 0.5% | 6% | 14% | i | 6% | 19% | 2.4% | 0.2%
O=C(O)/C=C/c1cn(-c2ccccc2)nc1-c1cc2ccccc2oc1=O | -1% | 0.4% | -9% | -24% | i | 20% | -18% | -2.3% | 3.8%
COc1ccccc1C1SCCN1S(C)(=O)=O (configuration not stated) | -1% | 0.0% | -12% | -14% | i | -1% | 11% | -12% | 14%
CN(CC(=O)Nc1ccc(Cl)c(Cl)c1)Cc1nnc(-c2ccc(F)cc2)o1 | 2% | -1.2% | -18% | -14% | i | -8% | -32% | 8.0% | -1.4%
O=C(CCN1CCN(c2ccccc2)CC1)c1ccc(Cl)cc1 | -21% | 3.4% | -11% | -10% | / | -6% | -6% | -0.5% | -0.1%
CCOC(=O)c1ccccc1NC(=O)Cn1cnc2c1c(=O)n(C)c(=O)n2C | 2% | -0.2% | 2% | 14% | i | -9% | / | / | 5.3%
CC(C)CC(=O)Nc1ccc2c(c1)nc(CCN1CCCCC1)n2C | -3% | -0.3% | -7% | 7% | / | 3% | -12% | 6.9% | 1.6%
CCC(C)N=CC1=C(O)CC(c2ccccc2)CC1=O (configuration not stated) | 9% | 0.4% | 11% | 4% | i | 2% | -32% | -2.5% | -1.4%
CCCCOC(=O)c1nnc(-c2ccccc2)o1 | 8% | 0.8% | -12% | 3% | i | -6% | -31% | 1.3% | -2.1%
CCCC(CCC)C(=O)Nc1ccncc1 | 0% | -1.2% | -6% | 0% | i | 5% | -28% | -0.7% | 0.6%
CCOc1ccc(C2=CSC3=NCCN23)cc1[N+](=O)[O-] | -3% | -1.1% | -6% | 9% | / | 2% | 45% | -1.8% | -1.9%
O=C(CCc1nc2ccccc2c(=O)[nH]1)OCc1ccccc1F | -2% | -0.5% | -31% | 5% | i | 4% | 17% | -1.8% | 2.8%
COc1ccc(S(=O)(=O)Nc2ccccc2C(F)(F)F)cc1 | -9% | -0.6% | -4% | -11% | i | -2% | 20% | 2.5% | 2.0%
CNC(=S)N1N=C(c2ccc(C)cc2)CC1c1ccc(Cl)cc1 (configuration not stated) | -3% | -1.3% | -4% | -28% | i | 1% | -27% | -0.8% | 0.7%
O=c1c2ccc([N+](=O)[O-])cc2ncn1Cc1ccccc1C(F)(F)F | -9% | -1.6% | -2% | 24% | i | 25% | -1% | -2.9% | -1.7%
CC1(C)CC(=O)c2cc(C(=O)NCc3ccco3)c(=O)n(-c3ccccc3)c2C1 | -6% | -0.1% | 4% | 18% | i | 12% | -73% | -2.6% | -3.1%
O=C1CC(c2ccc(Cl)c([N+](=O)[O-])c2)c2ccc3ccccc3c2N1 (configuration not stated) | -3% | -1.0% | 57% | -1% | i | 23% | -68% | 3.7% | -0.7%
CN1C(=O)c2ccccc2C(C(=O)NCc2ccco2)C1c1c[nH]c2ccccc12 (configuration not stated) | -1% | 0.2% | -19% | -1% | i | 32% | 7% | 1.9% | -1.7%
CCN(CC)CCCNC(=O)/C=C/C(=O)O | 0% | 0.1% | -1% | 8% | i | 8% | -6% | 1.4% | 1.9%
Cc1ccc(Nc2nc(N)nc(CSc3nc(C)cc(C)n3)n2)cc1 | 0% | 0.2% | 10% | 16% | i | -5% | -27% | 5.6% | 0.1%
